# RBX1-CUL1 inh: blocks human RBX1-Cullin-1 di-ubiquitin formation | P62877+Q13616 | AID 1347404 | hit rate 0.6% among 140,000 | in vitro K48 di-Ub FRET, acceptor:donor ratio, 45 min | inhibition, % at 10 µM; in the data active = inhibition above about 25%
# Target sequence (P62877 whole entry, looked up): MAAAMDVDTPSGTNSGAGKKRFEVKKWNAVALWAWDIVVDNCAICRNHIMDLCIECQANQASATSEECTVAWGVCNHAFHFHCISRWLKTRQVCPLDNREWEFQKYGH
# Target sequence (Q13616 whole entry, looked up): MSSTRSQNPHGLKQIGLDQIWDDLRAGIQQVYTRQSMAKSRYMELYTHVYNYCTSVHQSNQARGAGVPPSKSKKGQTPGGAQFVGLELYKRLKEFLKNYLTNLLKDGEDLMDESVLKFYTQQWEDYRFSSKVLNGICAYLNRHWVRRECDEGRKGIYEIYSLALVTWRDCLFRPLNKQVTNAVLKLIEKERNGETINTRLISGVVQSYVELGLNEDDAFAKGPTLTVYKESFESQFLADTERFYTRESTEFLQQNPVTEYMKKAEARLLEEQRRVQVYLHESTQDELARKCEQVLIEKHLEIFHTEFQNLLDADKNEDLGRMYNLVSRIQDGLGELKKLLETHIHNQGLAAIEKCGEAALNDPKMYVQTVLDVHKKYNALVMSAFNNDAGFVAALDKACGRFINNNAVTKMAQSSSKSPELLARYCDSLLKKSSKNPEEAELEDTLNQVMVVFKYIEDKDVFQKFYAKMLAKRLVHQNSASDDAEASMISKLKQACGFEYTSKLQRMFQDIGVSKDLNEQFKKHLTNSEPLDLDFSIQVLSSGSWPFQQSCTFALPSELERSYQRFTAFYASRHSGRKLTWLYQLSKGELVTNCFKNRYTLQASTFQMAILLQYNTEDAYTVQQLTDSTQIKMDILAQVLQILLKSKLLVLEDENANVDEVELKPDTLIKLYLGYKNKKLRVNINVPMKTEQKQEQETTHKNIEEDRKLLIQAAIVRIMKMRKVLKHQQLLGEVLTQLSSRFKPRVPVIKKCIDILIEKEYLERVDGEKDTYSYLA
# Starred values were filed as active, the others as inactive. An excerpt; the hit share may differ from the screen's.
SMILES	RBX1-CUL1 inh
Cn1ncc(N2CCN(C(=O)C3COc4ccccc4C3)CC2)cc1=O (stereo not given)	-1.5
Cc1nonc1N1CCN(Cc2c(C(=O)N3C[C@@H](C)O[C@@H](C)C3)nc3sccn23)CC1	8.2
CCN(Cc1ccccc1)C(=O)C1CCN(S(=O)(=O)c2ccc3c(c2)CCCN3C(C)=O)CC1	2.3
Cc1cc(S(=O)(=O)N(C)C2CCCCC2)ccc1F	2.0
O=C(CSc1nc2scc(-c3ccccc3)c2c(=O)n1-c1ccccc1)c1ccc2c(c1)OCO2	7.2
CC(C)c1ccc(S(=O)(=O)c2nnn3c2nc(NC2CCCC2)c2sccc23)cc1	-1.7
O=C(c1sc2ccccc2c1O)N1CCN(c2cccc(Cl)c2)CC1	1.5
Cc1ccc(Cl)cc1NC(=O)CN1C(=O)COc2ccc(S(=O)(=O)N3CCCCCC3)cc21	-0.9
CCc1ncc(CN2CCC3(CCCN(Cc4cccc(C)c4)C3=O)C2)cn1 (stereo not given)	5.9
CCN(CC)CCNC(=O)c1cn(CC)c2ccc(S(=O)(=O)N3CCOCC3)cc2c1=O	0.4
O=C1N(CCCc2ccccc2)CCCC12CCN(c1ncccn1)C2 (stereo not given)	-6.5
COc1ccc(/C=C/C(=N\O)C23CC4CC(CC(C4)C2)C3)cc1	-2.7
C=CCNC1CCN(c2ccc(NC(=O)CCc3ccccc3)cc2)CC1	4.6
CCOC(=O)c1sc(N2C(=O)c3oc4ccc(C)cc4c(=O)c3C2c2ccccc2F)nc1C (stereo not given)	5.7
CCCCCCOc1ccc(C(=O)Oc2ccc(OC(=O)c3ccc(OCCCCCC)cc3)c(Cl)c2Cl)cc1	2.5
COc1ccc(S(=O)(=O)NCC2CCCO2)cc1C(=O)O (stereo not given)	-0.8
COCC(=O)Nc1cc2c(cc1C(C)=O)OCO2	3.1
Cc1ccccc1NC(=O)c1ccc(Cl)c([N+](=O)[O-])c1	-5.9
Cc1cn2nc(Sc3ncn[nH]3)sc2n1	5.6
C=CCNCCOc1cc(C)cc(C)c1C	5.5
COc1cccc(NS(=O)(=O)c2cc3c4c(c2)C(C)C(=O)N4CCC3)c1 (stereo not given)	-0.3
O=C(c1ccccc1O)N1N=C(C(F)(F)F)CC1(O)c1ccc(F)cc1 (stereo not given)	-9.9
Cc1cccc(NC(=O)c2ccc(C)c(C)c2)c1	7.6
Cn1c(=O)c2nc(Cl)c(-c3ccccc3)nc2n(C)c1=O	6.6
CNC(=O)COc1ccc(NC(=O)CCn2nc(-c3ccc(C)cc3)c3ccccc3c2=O)cc1	-0.3
Cc1cnc(C)c(SC(=N)N)n1	3.9
COc1cc(NC(=O)CCCSc2nc(-c3ccco3)cc(C(F)(F)F)n2)cc(OC)c1OC	0.6
CCCCN(CC)CCNC(=O)c1cc2c(=O)[nH]c3ccccc3c2n1C	-0.2
CC(C)c1ccc2c(c1)C(N1CCN(CCO)CC1)Cc1cc(F)ccc1S2 (stereo not given)	-3.7
Cc1ncc2c(c1-c1noc(-c3ccccc3-c3nccn3C)n1)CCNC2	0.5

# Sorted by formula weight (high to low): part of the list above
SMILES	RBX1-CUL1 inh
Cc1nonc1N1CCN(Cc2c(C(=O)N3C[C@@H](C)O[C@@H](C)C3)nc3sccn23)CC1	8.2
O=C(c1sc2ccccc2c1O)N1CCN(c2cccc(Cl)c2)CC1	1.5
Cn1ncc(N2CCN(C(=O)C3COc4ccccc4C3)CC2)cc1=O (stereo not given)	-1.5
COc1ccc(/C=C/C(=N\O)C23CC4CC(CC(C4)C2)C3)cc1	-2.7
Cc1cc(S(=O)(=O)N(C)C2CCCCC2)ccc1F	2.0
Cc1cnc(C)c(SC(=N)N)n1	3.9

# Additional structures
SMILES	RBX1-CUL1 inh
C/C(Cl)=C\Cn1c(=O)n(C/C=C(\C)Cl)c(=O)n(C/C=C(\C)Cl)c1=O	5.5
O=C1NCCN1CCNCc1ccc(OCC(O)CN2CCCCC2)cc1 (stereo not given)	10.6
CN(Cc1ccccc1)S(=O)(=O)c1ccc(NC(=O)CCC(=O)O)cc1	13.5
CCCC1CCN(c2nccc(-c3c(C)nn(CC)c3C)n2)C1 (stereo not given)	7.7
CCc1ccc(-c2[nH]c3c(c2-c2c(-n4cccc4)n(C)c(=O)[nH]c2=O)c(=O)[nH]c(=O)n3C)cc1	1.1
Cc1ccc(C)c(NC(=O)C2CCN(c3ncnc4c3nc3n4CCCCC3)CC2)c1	-0.3
O=C(c1cc2nc(-c3ccco3)cc(C(F)(F)Cl)n2n1)N1CCSCC1	-10.0
Cc1cc2c(c(=O)o1)C(c1c(F)cccc1Cl)C(C#N)C(=N)O2 (stereo not given)	0.8
Cc1sc2nc(SCC(=O)N3C(C)CCCC3C)n(-c3ccc(F)cc3)c(=O)c2c1C (stereo not given)	-0.1
Cc1cccc(NC(=O)CSc2nc3ccc(NC(=O)c4ccco4)cc3s2)c1	3.5
Cc1nn(C)cc1C(=O)Nc1cc(Oc2ccc(Cl)cc2)cc([N+](=O)[O-])c1	-2.5
CN1CCN(C(=O)/C=C/c2ccc(C#N)cc2)CC1	2.7
CCN1C(=O)N=C(Cc2cn(C(C)C)c3ccccc23)C1=O	-0.6
CCOc1ccccc1NC(=O)Cn1ncc2c(=O)oc3ccc(C)cc3c21	-2.8
CCN1CCN(CC(O)COc2ccc(C)cc2C)CC1 (stereo not given)	-1.6
CCOc1ccc(-c2cc3c(=O)n(Cc4nc(-c5ccc(OC(C)C)cc5)oc4C)ccn3n2)cc1Cl	-6.3
O=C1COc2ccccc2N1C(=O)c1ccc(Cl)cc1	-6.1
O=C(c1coc(COc2cccc(C(F)(F)F)c2)n1)N1CCN(CC2CC2)CC1	9.9
O=C1c2[nH]nc(-c3ccccc3)c2C(c2ccccc2)N1c1cccc(C(F)(F)F)c1 (stereo not given)	-5.8
CCN(CC)c1ccc(/C=C2\C(=O)NN(c3ccc(Cl)c(Cl)c3)C2=O)cc1[N+](=O)[O-]	16.8
Cc1c(C#N)c(N)c(C(=O)c2ccccc2)n1-c1ccccc1	-0.7
COc1cccc(-c2cc(C(=O)Nc3c(C)nn(Cc4ccccc4Cl)c3C)no2)c1	-0.5
CCOc1c(Cl)cc(C(=O)Nc2ccccc2C(F)(F)F)cc1Cl	2.8
COc1ccc(-c2ccc3c4ccccc4c(C(=O)C(F)(F)F)c-3o2)cc1	3.1
COc1cccc(C2=Nc3ncnn3C(c3ccc(OC)c(OC)c3OC)C2)c1 (stereo not given)	13.9
Cc1ccc(N(CC(=O)NCc2ccccc2Cl)S(C)(=O)=O)c(C)c1	2.1
COc1cc(C(=O)OCCN2CCN(CC/C=C3/c4ccccc4CSc4ccccc43)CC2)cc(OC)c1OC	3.4
CCCS(=O)(=O)c1ncc(CN(C)Cc2nccn2CC)n1CC1CCCO1 (stereo not given)	-4.3
Nc1nonc1C(O)c1ccccc1 (stereo not given)	1.1
Cc1ccccc1/C=C1\CCC/C(=C\c2ccccc2C)C1=O	6.5
CCOC(=O)Nc1cccc(O)c1	-1.9
Cc1ccc(CSc2oc(-c3cccs3)nc2S(=O)(=O)c2ccccc2)cc1	-9.3
Cc1ccccc1NC(=O)c1cc(-c2ccccc2)oc1C	4.0
O=C1NC(c2cc(Br)c(O)c(Br)c2O)Nc2ccccc21 (stereo not given)	-3.2
C=CCc1ccccc1OCC(O)CN(Cc1ccccc1)Cc1ccccc1 (stereo not given)	-0.5
CCC1CCCCN1C(=O)c1cc(COc2ccc3ncccc3c2)on1 (stereo not given)	8.5
CCOc1ccccc1C(=O)Nc1nc2c(s1)CC(C)CC2 (stereo not given)	8.4
O=C(OCCNC1NS(=O)(=O)C2CCCCC12)c1ccc(S(=O)(=O)N2CCOCC2)cc1 (stereo not given)	9.3
O=C(Nc1ccc(-c2nc3ccccc3o2)cc1)C1CCCN1C(=O)C1CCC1 (stereo not given)	5.0
CC1(C)CC(CCNC(=O)Cc2ccccc2)(Cc2ccccc2)CCO1 (stereo not given)	1.5
COC(=O)c1ccc(N2C(=O)c3ccc(C(=O)OC)cc3C2=O)cc1	-1.5
CCCCc1nc2cc(C(=O)NCCc3cnccn3)ccc2o1	1.0
CCSc1nnc2c(n1)OC(c1ccc(C)s1)Nc1ccccc1-2 (stereo not given)	1.9
O=C(NCc1nc(-c2ccccc2)n[nH]1)c1ccc(C2CCCN2)s1 (stereo not given)	5.8
Fc1cccc(Nc2cc(-c3ccccc3)nc(-c3ccc(Br)cc3)n2)c1	-4.0
Cc1ccccc1NC(=S)NC(NC(=O)Cc1cccc2ccccc12)C(Cl)(Cl)Cl (stereo not given)	4.5
O=C(c1ccc(Br)cc1)N(Cc1cccs1)C1CCS(=O)(=O)C1 (stereo not given)	-5.6
Cc1cccc(CSc2cn(CC(=O)N3CCCC3)c3ccccc23)c1	6.9
Cc1ccc(S(=O)(=O)NCCCCCC(=O)Nc2ccccc2)cc1	-6.2
COc1ccc(S(=O)(=O)N2c3ccccc3CC2C)cc1C(N)=O (stereo not given)	-5.2
CC1OC(C)(C)OC1C1CN=C2N=C(NC(=O)C(C)(C)C)NC(=O)C2N1C(=O)c1cccnc1 (stereo not given)	8.2
CCOc1ccc(-c2cc3nc(C4CCN(C(=O)OC(C)(C)C)CC4)c(C(=O)Nc4ccc(C)c(F)c4)cn3n2)cc1	1.0
COc1nc(Oc2ccc(=O)[nH]n2)nc(N(C)C)n1	-1.6
CC1CCCN(CC(O)COCC23CC4CC(CC(C4)C2)C3)C1 (stereo not given)	6.3
CC1CCN(C(=O)CN2c3ccc(C(C)C)cc3-c3ccccc3S2(=O)=O)CC1	-7.7
COC(=O)CNC(=O)c1csc2nc(-c3ccc(Cl)cc3)cn12	1.4
CCc1nn2c(=O)cc(COC(=O)c3ccc(NC(=O)COc4ccc(C)cc4)cc3)nc2s1	-1.4
Cc1sc2c(c1C)Cc1c-2sc(C)c1C	3.1
CCN1CCCC1CN(CC1CCN(CCOC)CC1)C(=O)CCc1ccc(=O)[nH]n1 (stereo not given)	1.0
Cc1cc(Cc2cc(C)c(O)c(C)c2)c(O)c(Cc2cc(C)c(O)c(C)c2)c1	3.4

# Next structures
SMILES	RBX1-CUL1 inh
Cc1ccc(SC(C)C(=O)NC2CC2)cc1 (stereo not given)	-4.0
COc1ccc(NCc2cccn2-c2nnc(N3CCCCC3)s2)cc1OC	-6.6
CCOC(=O)c1c(-c2cccc3ccccc23)csc1NC(=O)c1ccccc1C	-5.5
Cc1ccc(NC(=O)N=C2CNC(=O)NC2=O)c(Cl)c1	5.5
CCCSc1nc2sc3c(c2c(=O)n1-c1ccccc1C)CCC3	-3.7
O=C(CSc1ncnc2nc[nH]c12)c1ccc(Br)cc1	5.4
Cc1ccccc1C(CC(=O)N(C)CCn1ccnc1)c1ccccc1 (stereo not given)	-6.7
C[C@@H](O)[C@H]1C(=O)N2C1CCOC21CCCCC1 (stereo not given in full)	-2.3
CCCc1c(C)nc(N2CCN(c3ccccc3F)CC2)[nH]c1=O	6.0
COc1ccc(NC(=O)CCS(=O)(=O)c2nc(-c3ccc4c(c3)OCO4)cc(C(F)(F)F)n2)cc1OC	6.1
Cc1cc(C)c(S(=O)(=O)N=C2CC(=NS(=O)(=O)c3ccccc3)C(=O)c3ccccc32)c(C)c1	2.8
COc1ccc(Oc2c(C(F)(F)F)oc3cc(OC(=O)c4ccc(Cl)cc4)ccc3c2=O)cc1	2.0
O=C(CCCCn1c(=O)c2ccccc2n(Cc2cccc(F)c2)c1=O)NCc1ccc2c(c1)OCO2	-0.7
Cc1cccc(C(=O)N(Cc2cccs2)C2CCS(=O)(=O)C2)c1 (stereo not given)	9.0
O=C(Nc1c(C(=O)N2CCCCC2)cnn1-c1ccccc1)c1ccc(Br)cc1	-2.3
CC12CCC3c4ccc(OCCn5ccnc5)cc4CCC3C1CCC2=O (stereo not given)	-0.6
CC(=O)Nc1ccc(NC(=O)CN2C(=O)CCc3cc(S(=O)(=O)N4CCCCC4)ccc32)cc1	3.2
O=C(c1cnc(N2CCOCC2)c2ccccc12)N1CCN(c2ccc(F)cc2)CC1	12.5
O=C1C(c2ccccc2)=C(c2ccccc2)C2c3cccc4cccc(c34)C12N1CCCC1 (stereo not given)	11.3
COc1ccc2cc(CNCCc3cccc(Cl)c3)c(N3CCCC(CO)C3)nc2c1 (stereo not given)	10.5
CCCN1C(=O)C(Cc2nc3ccccc3c(=O)n2CC)c2cc(Br)ccc21 (stereo not given)	13.0
Cc1cccc(CSc2ncc(Cl)c(C(=O)Nc3nc4ccc(F)cc4s3)n2)c1	5.3
CCc1ccc2oc(-c3cc(NC(=O)C(C)C)cc(C)c3O)nc2c1	-0.6
CCN(CC)c1cc(C)c2cc(NC(=O)/C=C/c3cc(OC)c(OC)c(OC)c3)ccc2n1	-13.5
CCOc1ccc(CCNC(=O)C2CCN(C(=O)N3CC(CC)Oc4ccc(C)cc43)CC2)cc1 (stereo not given)	5.0
COc1cccc(C2C3=C(N=c4s/c(=C/c5ccc(O)c(OC)c5)c(=O)n42)c2ccccc2CC3)c1 (stereo not given)	-4.0
CCc1ccccc1NC(=O)CN(c1ccc(OC)cc1)S(=O)(=O)c1c(C)n[nH]c1C	-7.3
CC1CCN(S(=O)(=O)c2cn(CC(=O)Nc3ccc(F)cc3)c(=O)c3ccccc23)CC1	-0.9
CN1C(=S)N(c2ccc(Cl)cc2)C(=O)/C1=C/c1ccc(CN(CCC#N)S(C)(=O)=O)o1	-1.3
Cc1ccc(-n2c(C)cc(/C=C(/C#N)c3nc4ccccc4s3)c2C)cc1	-2.3
COC(=O)c1ccc(N2C[C@H]3OC(=O)N(CCc4ccccn4)[C@H]3C2)nc1	6.7
Cc1ccc(-c2nc(CS(=O)(=O)CC(=O)NCc3ccc(Cl)cc3)c(C)o2)cc1	5.9
